Salmonella PhoP GFP = PhoP regulon inhibitors, Salmonella typhi PhoP promoter GFP reporter, confirmatory (AID 1850). Salmonella Typhi PhoP-promoter GFP reporter, fluorescence, 4 h; higher % means a stronger effect. inhibition, % at 50 µM, or IC50 in µM where a hit was titrated. 0.33% of 310,000 active; in the data active = a potency from the dose series; inconclusive = inhibition mostly from about 25% at the one dose, without a potency; inactive = the rest, 99 in 100 with inhibition below about 19%;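 also: 0% = induced wells with vehicle and 100% = uninduced wells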
tuberculosis growth = growth inhibition of non-replicating M. tuberculosis (AID 488890); Mycobacterium tuberculosis non-replicating, growth inhibition; higher % means a stronger effect; one-dose inhibition, % at 25 µM; IC50 in µM for titrated hits; 0.39% of 320,000 active; in the data active = a potency from the dose series; inconclusive = inhibition mostly from about 82% at the one dose, without a potency; inactive = the rest, 99 in 100 with inhibition below about 76%;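 also: plate controls were DMSO cells for no effect and high antibiotic wells for full effect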
H1N1 NS1A inhibition = H1N1 influenza NS1A inhibitors, functional cell based assay (AID 504329); NS1A functional cell-based assay, percent inhibition; higher % means a stronger effect; 0.3% of 340,000 active; inhibition, % at 12.5 µM, or IC50 in µM where a hit was titrated; in the data active = a potency from the dose series; inconclusive = inhibition above about 27% without an active follow-up result; also: strong numbers were not always called active
M. tuberculosis HTS = M. tuberculosis growth inhibition, HTS (AID 449762) | inhibition, % at 25 µM, or IC50 in µM where a hit was titrated | M. tuberculosis H37Rv growth inhibition, 7H9 media; higher % means a stronger effect | 0.59% of 330,000 active; in the data active = a potency from the dose series; inconclusive = inhibition above about 70% without an active follow-up result;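 also: bacterial growth assessed after seven days of incubation; strong numbers were not always called active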
inhibitors of VEEV = inhibitors of VEEV TC-83 cytopathic effect, confirmation, Vero cells (AID 588727); inhibition, % at 20 µM; hits with a dose series show IC50 in µM; 0.13% of 350,000 active; Vero cells, VEEV TC-83 cytopathic effect inhibition; higher % means a stronger effect; in the data active = a potency from the dose series; inconclusive = inhibition mostly from about 14% at the one dose, without a potency; inactive = the rest, 99 in 100 with inhibition below about 12%; also: strong numbers were not always called active
inhibitors of VEEV 10K pilot screen = second read-out of inhibitors of VEEV, no call of its own (marks repeat the call); inhibition, %; measured here: 10K pilot screen inhibition
Numbers without * were called inactive; i = inactive; ? = inconclusive; . = no result given.

SMILES	Salmonella PhoP GFP	tuberculosis growth	H1N1 NS1A inhibition	M. tuberculosis HTS	inhibitors of VEEV	others
CCOc1ccc(C(=O)Oc2ccc(NC(C)=O)cc2)cc1	-3%	.	.	-4%	.
COc1ccc(S(=O)(=O)N2CCN(CC(O)COc3ccc(CC#N)cc3)CC2)cc1OC (stereo not drawn)	9%	-2%	2%	-12%	2.5%
O=C(Nc1ccccc1)N1CCN(Cc2ccc(Cl)cc2)CC1	-2%	30%	-10%	10%	1.1%
Cc1cn(C2CCCCC2)c(=O)[nH]c1=O	.	.	0%	.	i
O=C(NNc1ccccc1)C(=O)N1CCCCC1	-5%	12%	-6%	?	0.3%
CCOC(=O)c1ccc(Oc2nc(NC)nc(Nc3ccccc3)n2)cc1	1%	12%	1%	-1%	2.4%
O=C(Nc1ccccc1C(=O)N1CCOCC1)C1CCCO1 (stereo not drawn)	0%	-12%	-8%	-4%	0.0%
CSc1n[nH]c(=O)n1-c1ccc(Cl)cc1	-17%	7%	-13%	-3%	i
COc1ccc(N2CCN(C(=O)COC(=O)CSc3ccccc3)CC2)cc1	.	.	-4%	.	0.4%
CN(C)CCOC(=O)/C(=C/c1cn(C)c2ccccc12)NC(=O)c1ccccc1	9%	.	0%	0%	i
O=C1CN(c2cc(Cl)cc(Cl)c2)C(=O)CN1/N=C/c1cccnc1	-8%	-9%	-2%	1%	1.5%
CCCCN(C(=O)CSc1nc2ccccc2n1CC)C1CCS(=O)(=O)C1 (stereo not drawn)	.	1%	-3%	-6%	5.8%

The list goes on (three carried over from the part before).
SMILES	Salmonella PhoP GFP	tuberculosis growth	H1N1 NS1A inhibition	M. tuberculosis HTS	inhibitors of VEEV	others
CN(C)CCOC(=O)/C(=C/c1cn(C)c2ccccc12)NC(=O)c1ccccc1	9%	.	0%	0%	i
O=C1CN(c2cc(Cl)cc(Cl)c2)C(=O)CN1/N=C/c1cccnc1	-8%	-9%	-2%	1%	1.5%
CCCCN(C(=O)CSc1nc2ccccc2n1CC)C1CCS(=O)(=O)C1 (stereo not drawn)	.	1%	-3%	-6%	5.8%
COC(=O)c1ccc(CNC(=O)COC(=O)c2ccccc2-c2ccccc2)cc1	0%	11%	-11%	3%	7.6%
CCN(CC(=O)Nc1ccc([N+](=O)[O-])cc1OC)CC(=O)NC(C)(C)C	-14%	-15%	-4%	-11%	0.2%
COc1ccc(CC(=O)N2CCN=C2SCc2ccc([N+](=O)[O-])cc2)cc1	-5%	59%	5%	2%	11%
Cn1c(=O)[nH]c(=O)c2c1nc(N1CCCCC1)n2CCOc1ccccc1	-3%	11%	-3%	2%	4.2%
CSc1ccccc1C(=O)NCc1ccc(S(N)(=O)=O)cc1	-3%	102%	2%	2%	1.9%
CC(C)c1ccc(NC(=O)Cn2c(=O)oc3ccccc32)cc1	5%	-14%	-14%	12%	0.1%
CCCc1cc(C(=O)N2CCN(S(=O)(=O)c3ccc(OC)c(OC)c3)CC2)cs1	-6%	12%	5%	-2%	i
Cc1[nH]c2ccccc2c1C(c1ccccn1)N1CCC(C(N)=O)CC1 (stereo not drawn)	-3%	17%	-3%	-4%	6.5%
COc1ccc(C(=O)/C=C2\Sc3ccccc3N2C)cc1	2%	21%	.	0%	2.6%
CCCCCCNC(=O)c1cn(CC)c2cc(N3CCN(C)CC3)c(F)cc2c1=O	-5%	74%	-17%	1%	12%
O=c1c2c(-c3cccs3)csc2[nH]c(=S)n1-c1ccccc1	2%	-12%	-10%	-4%	2.6%
COc1ccc(OC)c(NS(=O)(=O)c2cc3c4c(c2)CCN4C(=O)CC3)c1	.	.	2%	.	i
CCCCOc1nc2ccccc2nc1C(C#N)S(=O)(=O)c1ccccc1 (stereo not drawn)	-11%	26%	-2%	4%	1.2%
CCCCn1c(N)c(N(CCOC)C(=O)CSc2ccccc2C)c(=O)[nH]c1=O	6%	-11%	-10%	-1%	10%
COc1ccc(N=CC2=C(O)c3ccccc3C2=O)c(OC)c1	10%	18%	9%	4%	6.8%
CCOc1ccc(C(=O)OCC(=O)NC2CCCC2)cc1OCC	-2%	-4%	-2%	-3%	0.8%
COc1ccc(C(=S)N2CCCCCC2)cc1	19%	-2%	6%	4%	5.8%
CN(C)/C=C/C(=O)c1cc(N2CCOCC2)ccc1[N+](=O)[O-]	-5%	-7%	6%	-1%	0.4%
Cc1ccc(OCC(=O)Nc2ccc(N3CCN(C(=O)c4ccco4)CC3)cc2)cc1C	0%	42%	7%	-1%	8.2%
O=C(O)c1cccc(Cn2cc(Cl)cn2)c1	-10%	7%	10%	0%	1.6%
CN(C(=O)CC1C(=O)NCCN1Cc1ccc(F)cc1)C1CCOCC1 (stereo not drawn)	4%	2%	-1%	-3%	1.5%
O=C(COc1ccccc1)NNC(=O)c1cc2ccccc2o1	-3%	-10%	-3%	2%	0.4%
COC(=O)c1cc(OC)c(OC)cc1NC(=S)N1CCN(c2ccccc2)CC1	-8%	0%	11%	-9%	i
O=C(NCc1ccccn1)C1CCN(Cc2cccc(OCc3ccccc3)c2)CC1	-4%	15%	3%	1%	0.3%
CCC(OCC(O)CN1CCN(CCN2C(=O)c3cccc4cccc(c34)C2=O)CC1)c1ccccc1 (stereo not drawn)	-1%	?	8%	?	7.1%
O=C(CNc1ccc(F)cc1Cl)Nc1cccc(S(=O)(=O)N2CCCCC2)c1	.	4%	-7%	5%	2.2%
COc1ccccc1N(C)S(=O)(=O)c1ccc(C(=O)OCC(=O)N(C(C)C)C(C)C)cc1	-2%	58%	10%	8%	i
Cn1nc(-c2ccccc2)c(CO)c1Sc1ccccc1	-3%	-1%	-3%	6%	0.7%
CC(=O)N1CCN(C(=O)CN2C(=O)NC(C)(c3ccc4ccccc4c3)C2=O)CC1 (stereo not drawn)	.	13%	-2%	6%	0.3%
C=CCNc1oc(-c2cccs2)nc1C#N	1%	-3%	-2%	-8%	i
COc1cc(NC(=O)CCc2nnc3ccc(N4CCCCC4)nn23)cc(OC)c1OC	-8%	-4%	6%	0%	3.9%
O=[N+]([O-])c1cccc(-c2ccn[nH]2)c1	-3%	-1%	-17%	-7%	i
O=C(Nc1ccc(F)c(Cl)c1)Nc1csc2ccccc12	-21%	25%	3%	?	?
CCOc1cc(/C=N\NC(=O)Cn2nnc3ccccc32)ccc1O	1%	-13%	-4%	3%	i
Cc1ccc2c(c1C)NC(=O)CC(c1ccccc1O)=N2	1%	3%	-2%	1%	2.3%
COc1ccc(NC(=O)CN(C)C(=O)C(CCSC)NC(=O)c2ccccc2)cc1 (stereo not drawn)	-5%	-6%	9%	-2%	0.6%

At a glance, part of the list above.
SMILES	Salmonella PhoP GFP	tuberculosis growth	H1N1 NS1A inhibition	M. tuberculosis HTS	inhibitors of VEEV	others
O=C(Nc1ccc(F)c(Cl)c1)Nc1csc2ccccc12	-21%	25%	3%	?	?
CCOc1cc(/C=N\NC(=O)Cn2nnc3ccccc32)ccc1O	1%	-13%	-4%	3%	i
Cc1ccc2c(c1C)NC(=O)CC(c1ccccc1O)=N2	1%	3%	-2%	1%	2.3%
COc1ccc(NC(=O)CN(C)C(=O)C(CCSC)NC(=O)c2ccccc2)cc1 (stereo not drawn)	-5%	-6%	9%	-2%	0.6%

The list continues:
SMILES	Salmonella PhoP GFP	tuberculosis growth	H1N1 NS1A inhibition	M. tuberculosis HTS	inhibitors of VEEV	others
COc1ccc(C(C)=O)c(Oc2ccc(S(=O)(=O)N3CCOCC3)cn2)c1	.	10%	1%	7%	i
Cc1cccc(NC(=O)[C@@H]2CCCN2C(=O)OC(C)(C)C)c1	7%	-3%	2%	-12%	0.9%
O=[N+]([O-])c1ccc(-n2nnnc2CN2CCOCC2)cc1	5%	-17%	0%	1%	i
Cc1cc2c(=O)[nH]c(Cc3ccccc3)nc2s1	-5%	-12%	-8%	-9%	0.5%
COc1cccc(-c2nc(CS(=O)(=O)CC(=O)N3CCOCC3)c(C)o2)c1	1%	2%	-2%	-12%	i
COc1ccc(CCNc2ccc(C)cc2)cc1	-14%	57%	4%	8%	i
COc1ccc(NC(=O)CN2C(=O)/C(=C3\SC(=S)N(CCC(=O)O)C3=O)c3ccccc32)cc1	3%	36%	10%	11%	i
COc1ccc(-c2nc(C#N)c(NC(C)C)o2)cc1	3%	17%	0%	6%	i
CC(C)(C)OC(=O)NCCCCCNC(=O)c1[nH]cnc1C(=O)Nc1ccccc1	.	.	-7%	-4%	7.4%
CCn1c(=O)n(CC)c2cc(N3CCCC3)c(NC(=O)c3ccccc3)cc21	11%	-6%	8%	-2%	10%
Cc1ccc(-c2nc3ncccn3c2Nc2ccccc2C)o1	-2%	21%	8%	-4%	0.3%
Cc1cccc(C)c1NC(=O)C(c1ccc(Cl)cc1Cl)N1CCCCC1 (stereo not drawn)	-3%	-4%	2%	5%	i	inhibitors of VEEV 10K pilot screen=0.0
O=C(Nc1ccc(N2CCOCC2)c([N+](=O)[O-])c1)c1ccco1	13%	-6%	-7%	-1%	1.3%
CCCCCCn1c(SCC(=O)Nc2cc(C)on2)nc2ccccc2c1=O	0%	-9%	22%	-1%	4.4%
CCc1ccc(-c2cc(C(=O)NCCCn3ccnc3)c3ccccc3n2)s1	-2%	73%	.	51%	.
CCCCOc1ccc(C(=O)N/C(=C/C=C/c2ccccc2)C(=O)NC)cc1	-8%	52%	-8%	3%	i
CCOc1ccc(CCNC(=O)CCS(=O)(=O)c2ccc(Br)cc2)cc1OCC	-1%	-3%	1%	-2%	1.6%
COc1ccccc1C1CC(c2ccccc2)Nc2ncnn21 (stereo not drawn)	-8%	.	13%	.	1.3%
CCN1CCN(c2oc(/C=C/c3ccccc3)nc2C#N)CC1	10%	7%	3%	-10%	i
COc1ccc(C(C)=O)cc1CSc1nnc(-c2ccccc2O)n1-c1ccccc1	-4%	42%	5%	-9%	1.4%
O=C(NCc1ccco1)C1CCCN1C(=O)NCc1ccccc1 (stereo not drawn)	1%	47%	-2%	4%	5.3%
O=C(C1CCCO1)N1CCC2(CC1)OCCO2 (stereo not drawn)	0%	.	0%	.	i
CC(=O)c1cccc(NC(=O)CN2C(=S)NC(C)(C)CC2C)c1 (stereo not drawn)	-8%	42%	5%	1%	0.1%
CCn1cc(C(=O)O)c(=O)c2cc3c(cc21)OCO3	43µM*	8%	.	10%	.
N#Cc1cccc(NC(=O)CNc2cccc(S(=O)(=O)N3CCCCC3)c2)c1	11%	13%	3%	4%	8.7%
C=CCOc1cccc(C2C(C(=O)c3ccc(C)o3)=C(O)C(=O)N2Cc2ccncc2)c1 (stereo not drawn)	10%	30%	0%	-3%	i
Cc1cc(C(=O)N/N=C2\CC(=O)c3ccccc32)c(C)n1-c1ccc(F)cc1	6%	22%	-14%	4%	3.6%
COc1ccc(C(=O)COC(=O)CCC(=O)c2cccs2)cc1	-3%	i	-11%	2%	0.4%
CC1(O)c2ccccc2C(=O)N1CCc1ccccc1F (stereo not drawn)	4%	11%	1%	-1%	6.1%
Cc1ccc(NC(=O)CN2C(=O)S/C(=C\c3ccccn3)C2=O)cc1	8%	2%	-14%	2%	0.4%
Cn1c2ccsc2c2ncn(Cc3ccccc3F)c(=O)c21	.	15%	-23%	5%	3.4%
NC(=O)COC(=O)c1ccc2noc(-c3ccccc3)c2c1	-6%	-2%	-32%	3%	i
CCOC(=O)Cn1cc(/C=C(\C#N)C(=O)N2CCOCC2)c2ccccc21	2%	-3%	1%	1%	2.1%
Nc1nonc1-n1nnc(C(=O)N/N=C/c2ccc(F)cc2)c1-c1cccs1	-5%	7%	-5%	5%	7.2%
CC(=O)N1CCN(C(=O)c2ccc(OC3CCN(CCc4ccccc4)CC3)cc2)CC1	-4%	-3%	-11%	-2%	0.7%
COc1cc(/C=N/n2c(C)n[nH]c2=S)ccc1OCc1ccc(F)cc1	11%	-4%	13%	7%	0.5%
O=S(=O)(Cc1ccccc1)Nc1ccc(Br)cn1	-3%	-4%	7%	0%	3.0%
S=c1nc(-c2csc3c2CCCC3)[nH][nH]1	1%	1%	-3%	1%	2.0%
CN(C)/C(=N\S(=O)(=O)c1ccccc1)c1ccc(Cl)cc1	-7%	-11%	-6%	-14%	i
C=CCN(CC=C)C(=O)c1cccc(S(=O)(=O)N2c3ccccc3CC2C)c1 (stereo not drawn)	-17%	11%	-6%	2%	i
CC/C(=N\Nc1ccccc1)c1c(O)[nH]c(=O)[nH]c1=O	-25%	70%	0%	?	7.2%
